Screening results (PubChem)
CF NFkB inh = cystic fibrosis NF-kB activation inhibition | KKLEB NF-kB-GFP reporter, PAF-induced, GFP fluorescence overnight | inhibition, % at 5 µM | hit rate 0.86% among 360,000;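 active means at least 50% inhibition at 5 µM, scaled per plate between neutral and stimulator controls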;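 further: PAF is a Pseudomonas aeruginosa culture filtrate used as stimulus; plate controls were PAF-stimulated DMSO wells for no effect and unstimulated DMSO wells for full effect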
NR2E3 ag-1 = NR2E3 (human) agonism. hit rate 0.12% among 320,000. GST-NR2E3/biotin-RetCOR TR-FRET, 1536-well. AID 2300. inhibition of corepressor binding, % at 4.78 µM. Q9Y5X4;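 active means percent inhibition above the cutoff of mean plus 3 SD of all tested compounds, set per screening campaign, cut at about 20% in these data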;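 further: 0% = DMSO wells and 100% = biotin wells as full block of FRET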
Target sequence (Q9Y5X4 whole entry, looked up): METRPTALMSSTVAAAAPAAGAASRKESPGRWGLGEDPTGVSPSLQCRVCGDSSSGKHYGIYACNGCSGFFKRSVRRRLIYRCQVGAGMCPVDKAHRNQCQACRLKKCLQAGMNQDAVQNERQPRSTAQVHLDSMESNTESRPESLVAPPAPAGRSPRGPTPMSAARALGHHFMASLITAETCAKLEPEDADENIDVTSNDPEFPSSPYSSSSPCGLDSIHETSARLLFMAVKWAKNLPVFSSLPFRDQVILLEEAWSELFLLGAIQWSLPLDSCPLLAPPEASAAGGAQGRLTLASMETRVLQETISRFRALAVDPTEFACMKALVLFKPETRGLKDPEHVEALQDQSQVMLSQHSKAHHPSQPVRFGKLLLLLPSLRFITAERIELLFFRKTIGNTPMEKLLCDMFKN
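system = GST-tagged NR2E3 plus biotinylated RetCOR corepressor | input = 1.35 nM GST-NR2E3 | also added = 7 nM biotin-RetCOR | schedule = 5 h incubation at 4 °C | measured by = TR-FRET with europium anti-GST and streptavidin-D2, 340 nm excitation | read-out = percent loss of FRET ratio relative to control wells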
Peg3 promoter = inhibitors of Peg3 promoter; HeLa PEG-Prom luciferase reporter, luminescence, overnight; inhibition, % at 20 µM; hit rate 1.7% among 360,000;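 active means inhibition of at least 50% at 20 µM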
CaV13 ICDI inh = Primary screen for inhibitors of IQ motif and Ca2+-dependent inactivation inhibitor domain binding in CACNA1D, Förster resonance energy transfer in living cells, …. HEK cells, CFP/YFP FRET ICDI-IQ, plate reader, 10 min; percent FRET-ratio fall versus neutral wells. inhibition, % at 12.3 µM. hit rate 0.098% among 340,000;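 active means mean replicate inhibition of at least 30% and at least 1% of replicates passing that level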;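 further: 0% = median of the neutral control wells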
TRPM1 prom inh = inhibitors of MITF-driven TRPM1 promoter in melanoma cells | AID 488899 | hit rate 0.83% among 330,000 | inhibition, % at 12.5 µM | SK-MEL-5 TRPM1 promoter luciferase, 24 h;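 active means mean inhibition across replicates of 60% or more, whatever share of single replicates reaches that level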; further: values of inactives mirror those of a sister screen read the other way
HIF-2a inh = inhibitors of HIF-2a. hit rate 0.72% among 360,000. 786-0 RCC cells HIF-2a reporter, luciferase luminescence, overnight. inhibition, % at 18.8 µM;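 active means inhibition of the luminescence signal of 40% or more relative to plate controls, in a single-dose primary screen at 18.75 µM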
Shn3 inh set2 = inhibitors of Schnurri-3 3'UTR reporter in osteoblasts | AID 588674 | hit rate 0.52% among 360,000 | inhibition, % at 12.5 µM | Clone20 osteoblast Shn3 3'UTR firefly luciferase, 24 h;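 active means mean inhibition of at least 75% with every replicate also reaching 75%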;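 further: 0% = median of neutral control wells and 100% = pilot-screen positive control compound; some compounds past the cut are filed as inactive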
Vif imaging = blocks HIV Vif function | HEK293T cells, Vif self-association by quenched fluorescence, imaging, 24 h | inhibition, % at 7.49 µM | hit rate 0.35% among 340,000 | AID 602346; in the data active means inhibition above about 50%, passing the limit was not always enough; further: some results filed as inactive read as strong as hits
NR2E3 ag-2 = activates human NR2E3 receptor | Q9Y5X4 | CHO-S Gal4-NCOR/VP16-NR2E3 two-hybrid, luciferase | inhibition of corepressor binding, % at 3.98 µM | hit rate 0.35% among 360,000 | AID 602229;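 active means inhibition above the mean of all tested compounds plus 3 SD, cut at about 70% in these data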;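 further: 0% = DMSO with NR2E3 transfected cells and 100% = cells lacking NR2E3 construct; higher means lower luciferase signal from less NR2E3 corepressor binding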
PDI turbidity = blocks human protein disulfide isomerase activity. P07237. PDI insulin aggregation turbidity, A650, 90 min. inhibition, % at 10 µM. hit rate 0.052% among 350,000;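 active means mean inhibition across replicates of 30% or more, whatever share of single replicates reach that level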;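 further: absorbance from insulin aggregation driven by PDI reduction with DTT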
Target sequence (P07237 whole entry, looked up): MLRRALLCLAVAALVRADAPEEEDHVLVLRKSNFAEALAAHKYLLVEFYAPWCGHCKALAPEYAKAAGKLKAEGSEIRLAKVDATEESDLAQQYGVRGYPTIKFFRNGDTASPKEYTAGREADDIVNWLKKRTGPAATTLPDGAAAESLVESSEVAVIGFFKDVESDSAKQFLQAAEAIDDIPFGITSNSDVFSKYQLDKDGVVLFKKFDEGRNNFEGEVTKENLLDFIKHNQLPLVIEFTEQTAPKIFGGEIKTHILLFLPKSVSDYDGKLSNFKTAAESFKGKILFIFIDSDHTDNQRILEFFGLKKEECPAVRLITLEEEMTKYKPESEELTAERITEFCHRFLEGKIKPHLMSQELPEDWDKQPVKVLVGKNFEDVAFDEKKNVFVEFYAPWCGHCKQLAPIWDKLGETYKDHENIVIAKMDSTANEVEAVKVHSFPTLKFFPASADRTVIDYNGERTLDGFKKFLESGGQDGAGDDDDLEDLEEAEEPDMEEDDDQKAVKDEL
KKLEB tox = CF airway cell cytotoxicity counter-screen; AID 602141; hit rate 0.36% among 360,000; KKLEB CF airway cells viability, ATPlite luminescence, overnight; active compounds read low; cells stimulated with P. aeruginosa culture filtrate; activity change (cytotoxicity), % at 5 µM;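 active means corrected activity change at or below -50% at 5 µM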
Starred values were filed as active, the others as inactive; x = no result given.

SMILES	CF NFkB inh	NR2E3 ag-1	Peg3 promoter	CaV13 ICDI inh	TRPM1 prom inh	HIF-2a inh	Shn3 inh set2	Vif imaging	NR2E3 ag-2	PDI turbidity	KKLEB tox
NC(=O)c1cc(S(=O)(=O)N2CCN(c3cccc(Cl)c3)CC2)cs1	14.0	2.5	-4.3	-6.7	-0.5	0.7	0.0	1.8	9.4	-1.8	-3.5
CCCN(CCC)S(=O)(=O)c1ccc(C(=O)NCc2ccco2)cc1	3.3	0.6	16.8	0.0	8.9	14.7	12.7	-1.1	-45.6	3.6	6.4
O=C(CSC(=S)N1CCCC1)c1ccccc1	2.3	2.7	-145.4	-5.7	-46.5	-94.5	-118.0	-0.3	-150.4	11.5	-13.0
COc1ccc2c3c([nH]c2c1)C1CC2C(CC(O)C(OC)C2C(=O)O)CN1CC3 (configuration not stated)	-11.8	0.5	7.2	x	7.6	16.6	-3.9	2.0	-13.4	x	10.4
CCCn1c(CN2CCN(C(=O)OCC)CC2)nc2cc(NC(=O)C(C)C)ccc21	20.7	1.2	17.5	-20.3	5.6	17.4	3.7	-22.5	-5.3	4.0	-12.6
Cc1ccc(Oc2ccc(-c3nc(N)nc(N)n3)cc2)cc1	21.0	0.3	-80.7	0.1	5.3	-91.1	-8.5	-6.7	-13.8	-3.5	-5.5
O=C(CN1C(=O)CSC1=O)NC1CCCCC1	5.1	2.3	-6.5	-7.9	6.3	11.4	-10.6	5.6	9.5	3.4	-7.6
N#Cc1ccccc1OCC(O)CS(=O)(=O)c1ccccc1 (configuration not stated)	5.7	-1.0	-0.2	1.3	2.3	6.7	3.9	14.1	-14.6	6.4	-3.2
COCCCn1c(C)nc2c(c1=O)c1nc3ccccc3nc1n2CCc1ccccc1	-12.0	-3.0	17.2	x	-12.0	1.8	16.2	37.7	-21.3	5.0	0.4
Cn1cncc1C(=O)c1ccccc1	-1.8	-2.3	-7.2	-4.9	3.1	10.6	-1.5	-1.9	11.7	-6.1	3.7
O=C(CCn1c(=O)c2cccn2c2ccc(F)cc21)NCCc1ccccc1	-28.5	0.6	-17.1	-7.9	-4.6	-0.9	5.4	-3.9	-20.2	-4.4	17.2
Cc1ccc(S(=O)(=O)Nc2c(NC3CCCCC3)c3ccccc3oc2=O)c(C)c1	-5.2	-2.2	37.8	x	0.9	18.0	4.5	0.4	-17.4	-0.1	3.1
COC(=O)c1ccc(C(=O)OC)c(NC(=O)CSc2nc(-c3ccco3)cc(C(F)(F)F)n2)c1	6.5	x	15.0	x	6.0	9.5	42.2	23.2	-22.3	4.2	-3.9
O=C(N/N=C/c1cc(Br)c(O)c(Br)c1O)c1ccc2c(c1)OCCO2	31.9	7.7	-26.9	-4.7	-34.7	-171.4	-29.1	5.6	-78.3	-0.1	-0.5
N#Cc1ccc(S(=O)(=O)N2CCC(N3CCCCC3)CC2)cc1	10.1	3.0	1.3	-3.8	-4.5	7.0	-2.5	-12.7	-19.6	-7.0	-1.4
CCOC(=O)c1c(C)c(C(=O)NCc2cccnc2)c(C)n1CC	-1.1	-1.6	23.8	-8.1	13.2	1.9	-11.6	26.6	2.1	7.6	9.1
Cc1ccc2nc(NCCCO)nc(-c3ccccc3)c2c1	-1.5	3.2	16.8	-3.4	20.7	8.3	1.4	-10.1	-37.9	-3.7	-0.7
COc1ccc(S(=O)(=O)Nc2ccc3c(c2)C(=O)N([C@H](C)CO)C[C@H](C)[C@H](CN(C)Cc2ccc(C(=O)O)cc2)O3)cc1	1.8	x	-7.7	-9.1	1.8	5.8	-1.1	-1.5	-19.5	17.3	14.6
Cc1c(-c2ccc(F)cc2)nc(N)c(C#N)c1-c1cccnc1	14.2	-0.6	16.8	-4.6	x	23.5	7.7	-2.9	-24.0	4.3	-1.9
COc1ccc2nc(C)cc(NCc3cccc(C(F)(F)F)c3)c2c1	-5.7	2.3	11.9	-3.2	69.0*	17.5	70.6	1.3	-14.7	-9.1	-2.0
COc1nc(Cl)cn(-c2ccc(C)cc2)c1=O	0.9	-2.1	-6.3	-3.5	0.1	3.6	-24.4	-0.4	-20.6	-1.3	-6.7
CCOC(=O)C1=C(N)OC2=C(C(=O)CC(C)(C)C2)C1c1cccs1 (configuration not stated)	-1.6	2.0	15.6	x	5.6	-5.5	-7.4	-11.6	-10.3	-0.8	2.5
CCC(=O)Nc1ccc(NC(=O)c2ccccn2)cn1	3.9	2.4	-68.1	-1.6	-21.4	-61.8	-91.3	-5.0	-148.2	-1.5	-17.7
CN(C)CCCNc1cc(Cl)c(S(=O)(=O)N2CCCCC2)cc1C(=O)O	1.7	x	12.8	-7.1	0.9	-6.5	11.5	-6.3	11.6	0.2	1.6
C/C(=N\Nc1nc2c(s1)CCCC2)c1ccc(Cl)cc1	-7.1	-2.0	-105.2	-3.5	-7.1	-229.7	-0.2	4.3	3.0	-1.8	-12.6
CCN(CC)CCNC(=O)c1ccc(NC(=O)c2cn(-c3ccc(F)cc3)nc2-c2cccc(OC)c2)cc1	-16.0	0.1	101.5*	-7.1	98.1*	-17.4	-9.3	5.8	-6.4	-0.5	-19.4
CCN(CC)CCCNC(=O)N[C@@H](Cc1ccccc1)C(=O)O	3.0	2.8	9.5	-4.8	-2.0	13.7	-6.8	x	-9.0	-8.2	-7.3
CN(C(=O)COC(=O)c1cc2ccccc2oc1=O)C1CCCCC1	14.7	x	-5.5	-2.3	21.4	17.4	-1.3	-14.8	5.1	-7.9	-4.1
CCOC(=O)c1oc2ccccc2c1NC(=O)c1ccc2c(c1)OCO2	-13.3	0.4	-16.7	-6.0	-31.4	-23.0	37.8	8.7	18.0	-0.9	7.5
COc1ccc(CCNC(=O)Cn2cnc3sc(C)c(-c4ccc(F)cc4)c3c2=O)cc1OC	6.5	3.4	-5.5	3.5	1.5	20.0	-13.0	-1.4	-7.6	6.5	-5.1
COC(=O)c1ccc(CN2CCCC(C(=O)Nc3ccc(-c4ccn[nH]4)cc3)C2)cc1 (configuration not stated)	-33.6	4.0	-2.1	-6.3	4.4	7.5	9.9	-0.7	4.1	-0.6	-10.4
CCOc1ccc(S(=O)(=O)Nc2ccc(C(=O)NCC3CCCO3)cc2)cc1 (configuration not stated)	8.4	3.2	7.2	-2.6	-6.4	12.1	-1.7	2.1	-18.9	10.3	-0.8
O=c1c2ccccc2nnn1Cc1ccc2ccccc2c1	4.2	-0.6	-59.6	-30.7	-4.4	-130.3	-1.4	-4.4	-8.9	2.8	-3.2
CCCC(=O)Nc1ccc(N2CCOCC2)cc1	-7.2	2.2	-16.3	-4.1	-5.2	-22.8	-26.1	x	-24.1	-22.0	-4.2
O=C(c1ccco1)N1CCC(c2nc(-c3ccccc3Cl)no2)CC1	-7.3	2.5	20.5	-8.9	6.0	-3.1	1.3	x	-2.8	-6.5	18.5
Cc1n[nH]c(=O)nc1Nc1ccc(O)cc1	-1.1	2.2	8.1	-6.5	-5.5	-8.9	3.8	65.9*	-14.4	-5.4	-3.0
O=C(NC1=NCCS1)C1CCN(S(=O)(=O)c2cc([N+](=O)[O-])ccc2Cl)CC1	-8.6	x	-1.3	-2.9	-5.3	4.3	-19.3	18.2	6.3	3.9	20.6
Cc1cc(OCC(=O)Nc2ccccc2N2CCCC2)ccc1C(C)C	16.1	-1.2	-0.6	-5.4	-5.7	-13.8	6.2	-4.3	-16.2	3.9	1.6
CCOC(=O)CC[C@H](NC(=O)Cn1cnc2c(OCc3ccccc3)ncnc21)C(=O)OCC	24.6	x	10.8	-11.2	-18.1	-10.8	2.5	3.5	11.5	-7.4	-19.3
CSc1ccccc1-c1nnc(NC(=O)Cc2ccccc2)o1	-8.9	1.1	-17.2	-2.2	-15.7	2.3	8.1	-20.0	-18.0	-1.7	-28.4
Cc1cc(C)cc(-n2c(C)cc(/C=N/NC(=O)CSc3ncccn3)c2C)c1	12.4	3.7	1.3	x	10.6	-4.1	19.2	6.3	-19.2	4.9	1.7
N#Cc1nc(Cc2cccc3ccccc23)oc1NCC1CCCO1 (configuration not stated)	16.4	5.5	0.1	-8.2	3.3	9.4	6.1	4.1	1.7	-3.4	-12.6
Cc1c(S(=O)(=O)NC2CCCCC2)c(=O)n(C)c(=O)n1C	6.7	6.2	10.6	-19.7	6.0	11.4	-6.9	14.0	-30.5	2.5	-6.9
CN1CCN(c2ccccc2NC(=O)c2ccc3c(c2)OCCO3)CC1	-11.3	0.1	-4.2	-17.6	-0.5	-22.4	-16.2	10.0	-31.5	-2.5	-8.0
C/C(=N\NC(=O)c1ccc(Br)cc1)C1C(=O)c2ccccc2C1=O	31.1	4.3	-58.0	-7.6	-12.6	-205.8	-20.5	-9.8	-49.3	-2.4	24.8
O=C1CCC([N+](=O)[O-])C(c2ccc(-c3ccccc3)cc2)N1 (configuration not stated)	-7.8	-3.3	3.7	-2.2	7.0	2.5	16.0	5.6	1.9	19.2	11.4
O=C(Cn1ncnn1)OCc1ccccc1Cl	-2.4	-3.6	-1.4	-4.7	-1.5	0.7	7.4	x	-24.5	-23.5	2.3
Cc1cccc(N(C(=O)Cn2nnc3ccccc32)C(C(=O)NC(C)(C)C)c2ccsc2)c1 (configuration not stated)	-0.1	2.5	10.4	-7.7	13.7	16.8	19.6	3.4	-20.4	2.3	-1.1
COCCN(CCOC)c1ncnc2c1cnn2-c1ccccc1	8.6	3.3	-34.4	-7.0	-18.7	-79.4	-6.0	17.2	-65.9	-2.0	-3.3
S=c1[nH]nc(-c2c[nH]c3ccccc23)o1	11.5	-1.7	-18.3	-1.7	8.6	-64.1	-7.7	-7.8	-50.7	3.7	0.5
Next section:
SMILES	CF NFkB inh	NR2E3 ag-1	Peg3 promoter	CaV13 ICDI inh	TRPM1 prom inh	HIF-2a inh	Shn3 inh set2	Vif imaging	NR2E3 ag-2	PDI turbidity	KKLEB tox
Cc1ccc(NCCC(=O)c2ccc(Cl)cc2)cc1C	7.7	0.6	-101.8	-4.7	-18.2	-43.1	-17.9	-1.2	-4.8	4.5	0.5
CCCC[C@@H]1C=C(C(=O)O)[C@H](c2ccc(C)cc2)N1S(=O)(=O)c1ccc(C)cc1	-4.3	x	6.3	-4.9	-3.3	5.0	-8.3	x	8.6	2.8	5.8
Oc1oc(-c2ccccc2)nc1C=Nc1ccccc1	-5.3	1.3	-162.3	-4.5	-71.5	-208.8	-65.8	1.0	-67.2	-1.7	-4.7
Cc1nc(C(=O)N(C)C)nn1-c1cc(Cl)ccc1Cl	-14.9	0.0	7.1	-4.7	4.1	10.7	-44.6	2.0	-0.2	8.5	-23.2
COc1ccc(OC)c(C2NC(=O)CCC2[N+](=O)[O-])c1 (configuration not stated)	-3.0	-0.3	9.0	-20.0	-4.5	-1.0	5.3	-11.7	-19.8	8.9	-2.6
Cn1c(SCC(=O)NC2CCCCC2)nnc1-c1cccnc1	4.8	-0.6	-5.3	-2.2	6.3	11.3	8.2	-3.2	10.8	-2.3	1.7
